SR-BI HDL uptake – mouse SR-BI HDL lipid transfer inhibition; Q61009; ldlA[mSR-BI] CHO cells, DiI-HDL uptake fluorescence, 3 h; inhibition, % at 12.5 µM; 320,000 tested, 0.96% active; AID 488896;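 active = mean replicate inhibition of at least 70% and a set share of replicates each scoring 70 or more; inconclusive = meets just one of the two criteria; inactive = fails both criteria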;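 note: 0% = median of neutral control wells and 100% = median of positive control wells; values of inactives mirror those of a sister screen read the other way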
dFosB act – mouse delta FosB homodimer activation | P13346 | purified delta FosB, TAMRA-CDK5 oligo fluorescence polarization; percent of positive-control signal above neutral wells | activation, % at 25 µM | 340,000 tested, 0.99% active | AID 493131;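 active = mean activation above about 17%, with every replicate also reaching it, limit read from the data, passing the limit was not always enough; inconclusive = only one of the two conditions met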;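 note: fluorescence polarization rise as delta FosB binds a TAMRA Cdk5 AP-1 oligo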
Target sequence (P13346 whole entry, looked up): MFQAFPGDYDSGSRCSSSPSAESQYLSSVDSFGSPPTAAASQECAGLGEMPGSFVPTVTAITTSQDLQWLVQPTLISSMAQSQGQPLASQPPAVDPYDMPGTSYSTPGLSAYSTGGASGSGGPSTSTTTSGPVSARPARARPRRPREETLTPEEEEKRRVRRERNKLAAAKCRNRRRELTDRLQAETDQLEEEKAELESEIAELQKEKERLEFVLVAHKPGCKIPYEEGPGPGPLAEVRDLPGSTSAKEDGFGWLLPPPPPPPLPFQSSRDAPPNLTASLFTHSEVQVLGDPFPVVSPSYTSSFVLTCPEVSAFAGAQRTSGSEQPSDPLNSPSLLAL
SR-BI uptake up – activators of SR-BI mediated HDL lipid uptake; CHO ldlA[mSR-BI] cells, DiI-HDL uptake fluorescence, 3 h; 100 = double the neutral-control signal; activation, % at 12.5 µM; 320,000 tested, 0.096% active; AID 504775;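 active = mean replicate activation of at least 60% and every replicate at or above 60%; inconclusive = mean or all-replicate condition met, but not both; inactive = mean below 60% and not all replicates reaching 60%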;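 note: 0% = median plate neutral-control signal and 100% = twice that signal; values of inactives mirror those of a sister screen read the other way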
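Material – SR-BI-overexpressing, LDLR-lacking CHO cells · Medium – BSA-supplemented, HEPES-buffered Ham's F12, pH 7.4 · Doses – single concentration · Times – compound with DiI-HDL co-incubation, 3 h at 37 °C · Measured by – bottom-read fluorescence, 550/595 nm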
PvdQ acylase – blocks Pseudomonas aeruginosa PvdQ acylase activity; purified PvdQ acylase, fluorescence plate reader; 340,000 tested, 0.063% active; inhibition, % at 10 µM; AID 488965; in the data active = inhibition above about 30%, passing the limit was not always enough; inconclusive = no clear call, values can overlap the other calls;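 note: 0% = vehicle neutral wells and 100% = reference inhibitor wells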
cardiac RTF act – increases calcium sensitivity of human cardiac regulated thin filaments; P19429+P45379; IANBD-labeled TnC RTF fluorescence at EC20 calcium; 0% EC20 calcium, 100% full calcium; activation, % at 7.2 µM; 340,000 tested, 0.24% active;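 active = activation above the mean over all tested compounds plus 3 SD, cut at about 30% in these data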;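 note: rise in fluorescence read as greater calcium sensitivity of cardiac thin filaments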
MITF act – increases MITF-driven TRPM1 promoter luciferase signal; SK-MEL-5 TRPM1-promoter luciferase, 24 h; % of positive control, neutral wells = 0; activation, % at 12.5 µM; 300,000 tested, 0.75% active;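 active = mean activation of at least 80% with every replicate also reaching 80%; inconclusive = mean reaches 80% but some replicate falls short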;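 note: 0% = neutral control wells and 100% = parthenolide positive control wells; values of inactives mirror those of a sister screen read the other way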
Rtt109 Vps75 – blocks Candida albicans Rtt109/Vps75 acetyltransferase activity | AID 540336 | Q5AAJ8 | purified Rtt109/Vps75, ThioGlo CoA-SH fluorescence, 4 h | inhibition, % at 34.9 µM | 330,000 tested, 0.16% active;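 active = inhibition of at least 50% in every replicate; inconclusive = best replicate reaches 50% inhibition but some replicates fall short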
Target sequence (Q5AAJ8 whole entry, looked up): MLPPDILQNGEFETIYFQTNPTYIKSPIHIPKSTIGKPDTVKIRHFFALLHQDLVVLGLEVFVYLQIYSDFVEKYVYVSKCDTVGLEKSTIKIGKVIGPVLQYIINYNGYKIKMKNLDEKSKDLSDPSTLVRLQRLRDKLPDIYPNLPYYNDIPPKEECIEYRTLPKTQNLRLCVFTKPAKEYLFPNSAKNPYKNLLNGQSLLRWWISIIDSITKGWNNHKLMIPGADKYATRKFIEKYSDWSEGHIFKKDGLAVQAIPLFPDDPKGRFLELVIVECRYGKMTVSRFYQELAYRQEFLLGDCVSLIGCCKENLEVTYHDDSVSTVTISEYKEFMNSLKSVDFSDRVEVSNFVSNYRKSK
CDK5 inh – CDK5/p35 (human) kinase inhibition. Recombinant CDK5/p35, ADP-Glo luminescence, 60 min. Q00535+Q15078. AID 488839. inhibition, % at 10 µM. 330,000 tested, 0.01% active;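 active = highest replicate inhibition of at least 50% and at least 75% of replicates reaching 50%; inconclusive = only one of the two criteria met; inactive = both criteria failed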;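 note: plate controls were DMSO neutral control for no effect and GW8510 at 10 µM for full effect; many of its hits are not listed in these tables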
HTR5A ag – HTR5A agonism, opioid heterodimer counter-screen; HTR5A agonist assay, luminescence, cell-based; AID 504692; activation, % at 9.3 µM; 340,000 tested, 0.61% active; in the data active = activation mostly above about 9.5%, no sharp cut-off; inactive = mostly below about 7.6%;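 note: 0% = cells with vehicle only and 100% = reference agonist; strong numbers were not always called active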
Target sequence (P47898 whole entry, looked up): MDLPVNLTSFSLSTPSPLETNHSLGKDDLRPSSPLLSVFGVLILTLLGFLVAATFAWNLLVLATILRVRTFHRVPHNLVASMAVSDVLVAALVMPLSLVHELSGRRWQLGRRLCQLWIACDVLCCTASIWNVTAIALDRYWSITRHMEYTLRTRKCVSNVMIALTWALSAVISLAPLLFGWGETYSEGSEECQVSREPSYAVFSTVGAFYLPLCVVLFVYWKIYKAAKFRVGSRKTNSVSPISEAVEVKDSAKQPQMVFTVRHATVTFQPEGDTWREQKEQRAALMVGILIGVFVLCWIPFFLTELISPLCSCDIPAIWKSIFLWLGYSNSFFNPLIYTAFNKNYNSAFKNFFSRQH
Wnt bcat act – activators of Wnt/beta-catenin signaling. Wnt/beta-catenin reporter cell assay, activator, plate reader. activation, % at 9.35 µM. 300,000 tested, 1.2% active; in the data active = activation above about 30%, passing the limit was not always enough; inconclusive = no clear call, values can overlap the other calls;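 note: 0% = neutral control wells and 100% = positive control wells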
An asterisk follows results filed as active.

Screening COc1ccc(-n2cnc3scc(-c4ccc(OC)c(OC)c4)c3c2=O)cc1 returned SR-BI HDL uptake 5, dFosB act -1, SR-BI uptake up -5, PvdQ acylase 7, cardiac RTF act -6, MITF act 3, Rtt109 Vps75 62*, CDK5 inh 0.3, HTR5A ag 2 and Wnt bcat act -4.
`O=C(c1ccc(OC2CCN(C/C=C/c3ccc(F)cc3)CC2)cc1)N1CCCCC1` gave SR-BI HDL uptake 35, dFosB act -7, SR-BI uptake up -35, PvdQ acylase -3, cardiac RTF act -7, MITF act 1, Rtt109 Vps75 -11, CDK5 inh -0.2, HTR5A ag 0 and Wnt bcat act 6.
COc1ccccc1N1C(=O)CC(N2CCc3ccccc32)C1=O (stereo not given) was read as SR-BI HDL uptake 18, dFosB act -9, SR-BI uptake up -18, PvdQ acylase 3, cardiac RTF act 3, Rtt109 Vps75 -4, CDK5 inh -0.4, HTR5A ag -2 and Wnt bcat act -8.
Screening COc1ccc(N(C(=O)/C=C/c2ccccc2)C2=CC3CCC(C2)N3C)cc1 (stereo not given) returned SR-BI HDL uptake -10, dFosB act -10, SR-BI uptake up 10, PvdQ acylase 11, cardiac RTF act 0, MITF act -2, Rtt109 Vps75 17, CDK5 inh 1.7, HTR5A ag 1 and Wnt bcat act -1.
COC(=O)c1sccc1NC(=O)Nc1cccc(OC)c1 was read as SR-BI HDL uptake 35, dFosB act -4, SR-BI uptake up -35, PvdQ acylase 3, cardiac RTF act 2, MITF act 3, Rtt109 Vps75 -1, CDK5 inh 4.5, HTR5A ag 3 and Wnt bcat act 2.
`Nc1cccc(C2=Nc3cccc4cccc(c34)N2)c1` gave SR-BI HDL uptake -15, dFosB act inconclusive, SR-BI uptake up 15, PvdQ acylase -14, cardiac RTF act 7, MITF act -28, Rtt109 Vps75 -2, CDK5 inh -1.3, HTR5A ag 0 and Wnt bcat act 0.
Screening Cc1ccc(OCC(=O)NC2=NCCS2)cc1 returned SR-BI HDL uptake -3, dFosB act 5, SR-BI uptake up 3, PvdQ acylase -10, cardiac RTF act 1, MITF act 10, Rtt109 Vps75 -10, CDK5 inh 1.0 and HTR5A ag 8.
CC(=O)Nc1ccc(C(=O)NCCc2ccccc2)cc1 was read as SR-BI HDL uptake -29, dFosB act -8, SR-BI uptake up 29, PvdQ acylase 0, cardiac RTF act -8, MITF act 47, Rtt109 Vps75 2, CDK5 inh 1.0, HTR5A ag 1 and Wnt bcat act 10.
CC1=NN(c2ccccc2)C(=O)C1=C(C)C was read as SR-BI HDL uptake -16, dFosB act 3, SR-BI uptake up 16, PvdQ acylase -16, cardiac RTF act 5, MITF act 12, Rtt109 Vps75 4, CDK5 inh -0.4, HTR5A ag -3 and Wnt bcat act 5.
For Cc1c(C(C)(C)C)c(C=S)n2ccccc12 the results were SR-BI HDL uptake 19, dFosB act -13, SR-BI uptake up -19, PvdQ acylase -13, cardiac RTF act 1, MITF act 10, Rtt109 Vps75 2, CDK5 inh 1.5, HTR5A ag -1 and Wnt bcat act 1.
COc1ccc(CN(C(=O)c2cc3ccccc3oc2=O)C2CCS(=O)(=O)C2)cc1 (stereo not given) was read as dFosB act 0, PvdQ acylase -12, cardiac RTF act 7, Rtt109 Vps75 -27, CDK5 inh 2.5, HTR5A ag 1 and Wnt bcat act 22.
O=C(O)c1ccccc1CSC1=NCCS1 was read as SR-BI HDL uptake -25, dFosB act 1, SR-BI uptake up 25, PvdQ acylase -8, cardiac RTF act -1, MITF act -8, Rtt109 Vps75 -243, CDK5 inh -2.3, HTR5A ag 2 and Wnt bcat act -2.
Screening O=C(N/N=C/c1cccc2ccccc12)c1cccnc1 returned dFosB act -5, PvdQ acylase -4, cardiac RTF act -6, Rtt109 Vps75 11, CDK5 inh -0.2, HTR5A ag 1 and Wnt bcat act 2.
For Cc1ccc(NS(=O)(=O)c2cc(NC(=O)c3ccc4c(c3)NC(=O)CS4)ccc2Cl)c(C)c1 the results were SR-BI HDL uptake 63, dFosB act 4, SR-BI uptake up -63, PvdQ acylase -2, cardiac RTF act 6, MITF act 8, Rtt109 Vps75 -1, CDK5 inh 0.0 and HTR5A ag 6.
Screening COc1cc(N)c(Cl)cc1C(=O)OCC(=O)NCC1CCCO1 (stereo not given) returned SR-BI HDL uptake 26, dFosB act 2, SR-BI uptake up -26, PvdQ acylase 8, cardiac RTF act -5, MITF act 5, Rtt109 Vps75 -3, CDK5 inh 0.3, HTR5A ag 1 and Wnt bcat act -4.
O=C(COC(=O)/C=C/c1cccc(Br)c1)NC1CCCCC1 was read as SR-BI HDL uptake -20, dFosB act -4, SR-BI uptake up 20, PvdQ acylase 3, cardiac RTF act -1, MITF act -2, Rtt109 Vps75 -9, CDK5 inh -0.1, HTR5A ag -6 and Wnt bcat act 1.
O=C(NCC1CCCO1)c1ccc2c(=O)n(CCc3ccccc3)c(=O)[nH]c2c1 (stereo not given) was read as SR-BI HDL uptake 22, dFosB act -4, SR-BI uptake up -22, PvdQ acylase -1, cardiac RTF act -7, MITF act 4, Rtt109 Vps75 -5, CDK5 inh -1.4 and HTR5A ag 8.
`COc1ccc(CC(=O)Nc2c3c(nn2-c2cccc(C)c2C)CS(=O)C3)cc1OC` (stereo not given) gave SR-BI HDL uptake -2, dFosB act 1, SR-BI uptake up 2, PvdQ acylase 3, cardiac RTF act -3, MITF act 12, Rtt109 Vps75 -2, CDK5 inh -1.3 and HTR5A ag -4.
Cc1sc2nc(SCC(=O)NCCOCCO)n(C)c(=O)c2c1C was read as SR-BI HDL uptake -1, dFosB act 7, SR-BI uptake up 1, PvdQ acylase -6, cardiac RTF act -1, MITF act 0, Rtt109 Vps75 1, CDK5 inh 0.4, HTR5A ag 1 and Wnt bcat act -9.
For CC(=O)Nc1ccc(C(=S)NCCCO)cc1 the results were SR-BI HDL uptake -7, dFosB act 0, SR-BI uptake up 7, PvdQ acylase -13, cardiac RTF act 5, MITF act -8, CDK5 inh -3.8, HTR5A ag 1 and Wnt bcat act 1.
Screening CCOC(=O)C1CCN(Cc2ccccc2C)CC1 returned SR-BI HDL uptake -20, dFosB act 5, SR-BI uptake up 20, PvdQ acylase -3, cardiac RTF act 5, MITF act 1, Rtt109 Vps75 -1, CDK5 inh 0.4, HTR5A ag -5 and Wnt bcat act -3.
CC1CCN(C(=O)C2CCN(S(=O)(=O)c3ccc4c(c3)CC(C)N4C(=O)C3CC3)CC2)CC1 (stereo not given) was read as SR-BI HDL uptake -12, dFosB act -19, SR-BI uptake up 12, PvdQ acylase 2, cardiac RTF act -6, MITF act -1, CDK5 inh -0.2, HTR5A ag -2 and Wnt bcat act -1.
For CCC(C)c1ccc(S(=O)(=O)N2CC(=O)Nc3ccccc32)cc1 (stereo not given) the results were SR-BI HDL uptake -23, dFosB act -6, SR-BI uptake up 23, PvdQ acylase 0, cardiac RTF act -2, MITF act 6, Rtt109 Vps75 2, CDK5 inh -0.2 and HTR5A ag -5.
S=C(NC1CCCCC1)N1CCN(C/C=C/c2ccccc2)CC1 was read as SR-BI HDL uptake -17, dFosB act -9, SR-BI uptake up 17, PvdQ acylase 1, cardiac RTF act 0, MITF act 10, Rtt109 Vps75 11, CDK5 inh 0.5 and HTR5A ag -3.
Screening Cc1ccc(CNC(=O)CO/N=C/c2ccc3c(c2)OCO3)cc1 returned SR-BI HDL uptake -18, dFosB act 0, SR-BI uptake up 18, PvdQ acylase -13, cardiac RTF act 3, MITF act 6, Rtt109 Vps75 14, CDK5 inh 3.4 and HTR5A ag -1.
CCOC(=O)C1=C(C)NC(=O)NC1c1ccc(Br)o1 (stereo not given) was read as SR-BI HDL uptake -13, dFosB act -1, SR-BI uptake up 13, PvdQ acylase -13, cardiac RTF act 6, MITF act 4, Rtt109 Vps75 -1, CDK5 inh -4.8, HTR5A ag 1 and Wnt bcat act 2.
CN(C)S(=O)(=O)c1ccc(N2CCCC2)c(C(=O)Nc2nc3c(ccc4ccccc43)s2)c1 was read as SR-BI HDL uptake 18, dFosB act -6, SR-BI uptake up -18, PvdQ acylase 2, cardiac RTF act -18, MITF act -16, Rtt109 Vps75 -3, CDK5 inh 1.8 and HTR5A ag 6.
Screening Oc1c(Br)cc(Br)cc1CNc1nccs1 returned SR-BI HDL uptake -7, dFosB act -1, SR-BI uptake up 7, PvdQ acylase -10, cardiac RTF act 4, MITF act -12, Rtt109 Vps75 1, CDK5 inh 1.1, HTR5A ag 7 and Wnt bcat act 1.
`CN1C(=O)c2ccc(C(=O)Nc3cccnc3)cc2C1=O` gave SR-BI HDL uptake -17, dFosB act -4, SR-BI uptake up 17, PvdQ acylase -15, cardiac RTF act 1, MITF act 2, Rtt109 Vps75 5, CDK5 inh 1.3, HTR5A ag 1 and Wnt bcat act 1.
Nc1cc(=O)[nH]c(SCC(=O)Nc2ccc(S(=O)(=O)N3CCCC3)cc2)n1 was read as SR-BI HDL uptake 1, dFosB act -2, SR-BI uptake up -1, PvdQ acylase -21, cardiac RTF act 1, MITF act 7, Rtt109 Vps75 9, CDK5 inh 0.1, HTR5A ag -1 and Wnt bcat act -4.
Screening COc1ccc(CC(=O)NCc2cccs2)cc1OC returned SR-BI HDL uptake 0, dFosB act -2, SR-BI uptake up 0, PvdQ acylase -7, cardiac RTF act 5, Rtt109 Vps75 -4, CDK5 inh 0.5, HTR5A ag 2 and Wnt bcat act -1.
Screening c1csc(-c2cnc3ccccc3n2)c1 returned SR-BI HDL uptake -1, dFosB act -13, SR-BI uptake up 1, PvdQ acylase 10, cardiac RTF act 3, Rtt109 Vps75 -10, CDK5 inh -1.6, HTR5A ag 2 and Wnt bcat act 55*.
COCCn1c(=NC(=O)CCS(=O)(=O)c2ccccc2)sc2cc(C(=O)OC)ccc21 was read as SR-BI HDL uptake 11, dFosB act -12, SR-BI uptake up -11, PvdQ acylase -12, cardiac RTF act -6, MITF act -9, Rtt109 Vps75 -5, CDK5 inh -0.5, HTR5A ag 4 and Wnt bcat act -1.
For Cc1cccc(NC(=O)CSc2c3c(nc4ccccc24)CCC3)n1 the results were SR-BI HDL uptake 2, dFosB act -10, SR-BI uptake up -2, PvdQ acylase -13, cardiac RTF act -5, MITF act -16, CDK5 inh -1.9 and HTR5A ag 5.
Screening Cc1cc(C(=O)OCC(=O)Nc2ccc(F)cc2)c(C)o1 returned SR-BI HDL uptake -18, dFosB act -10, SR-BI uptake up 18, PvdQ acylase 2, cardiac RTF act 0, MITF act 1, Rtt109 Vps75 -7, CDK5 inh 1.5, HTR5A ag 0 and Wnt bcat act -1.

Compound activity: PubChem, several laboratories
